RXFP1 agonist: qHTS Assay for Agonists of the Relaxin Receptor RXFP1; Relaxin receptor 1 (Homo sapiens), Q9HBX9; HEK293T-RXFP1 cAMP TR-FRET, 30 min; response scale: percent of porcine relaxin response, buffer zero; Potency, µM (top dose mostly 57.5 µM), without a hit: at the top dose activation, hits mostly activators; 0.3% of 370,000 active; further: potency means the concentration at half of the fitted maximal effect; on the % scale 0 is the no-effect control and ±100 the full control effect; nearly all actives have a fitted effect of over 60% in size; many of its hits are not listed in these tables
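HEK293 cells stably expressing RXFP1, treated 30 min at 37C with compounds plus PDE4 inhibitor Ro 20174; cAMP measured by HTRF TR-FRET. Normalized to buffer and 29 nM porcine relaxin; EC50 by Hill fit.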
TrxR1 substrate: qHTS Assay for Substrates of Mammalian Selenoprotein Thioredoxin Reductase 1 (TrxR1): qHTS. Thioredoxin reductase 1, cytoplasmic (Rattus norvegicus), O89049. purified TrxR1 substrate turnover, NADPH consumption readout. Potency, µM (top dose mostly 114 µM), for inactives: at the top dose activity change, negative = substrate turnover. 0.01% of 390,000 active. AID 588456, 2011; further: potency means the concentration at half of the fitted maximal effect; on the % scale 0 is the no-effect control and ±100 the full control effect; nearly all actives have a fitted effect of over 50% in size
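Rat TrxR1, dispensed at 90 nM, was prereduced with 400 uM NADPH (final) for 5 min at ~22 deg C, then incubated with compound 15 min before 400 uM selenite. A first-read NADPH fluorescence drop versus no-compound background flagged substrates.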
LDHA inh: qHTS assay for inhibitors of human lactate dehydrogenase; activity change, % (values are at about 110 or 230 µM); AID 1347041, 2019; 0.15% of 480,000 active; purified LDHA, NADH/diaphorase-resazurin fluorescence; active compounds read low; in the data active means activity change below about -30%; inconclusive means mostly about -25% to -30%;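 further: plate controls were DMSO wells for no effect and wells without enzyme for full effect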
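Human LDH5 at 2 nM final in Tris HCl pH 7.4 with 0.06 mM NADH and 0.2 mM pyruvate, reacted 5 minutes at room temperature. Remaining NADH coupled via diaphorase/resazurin; resorufin fluorescence read at 0 and 20 minutes, normalized to enzyme-free and DMSO wells.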
Vif-A3G inh: qHTS for Inhibitors of Vif-A3G Interactions: qHTS; Potency, µM (series often up to 46.1 µM), for inactives: at the top dose activity, negative = active, hits mostly inhibitors; 0.076% of 410,000 active; HeLa A3G-eYFP + Vif (tagged APOBEC3G with the HIV-1 protein that degrades it), YFP fluorescence, overnight; AID 602310, 2012; DNA dC->dU-editing enzyme APOBEC-3G (Homo sapiens), Q9HC16;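 further: potency means the concentration at half of the fitted maximal effect; on the % scale 0 is the no-effect control and ±100 the full control effect; nearly all actives have a fitted effect of over 60% in size; hits raise eYFP signal because A3G escapes Vif-driven loss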
Target sequence (Q9HC16 whole entry, looked up): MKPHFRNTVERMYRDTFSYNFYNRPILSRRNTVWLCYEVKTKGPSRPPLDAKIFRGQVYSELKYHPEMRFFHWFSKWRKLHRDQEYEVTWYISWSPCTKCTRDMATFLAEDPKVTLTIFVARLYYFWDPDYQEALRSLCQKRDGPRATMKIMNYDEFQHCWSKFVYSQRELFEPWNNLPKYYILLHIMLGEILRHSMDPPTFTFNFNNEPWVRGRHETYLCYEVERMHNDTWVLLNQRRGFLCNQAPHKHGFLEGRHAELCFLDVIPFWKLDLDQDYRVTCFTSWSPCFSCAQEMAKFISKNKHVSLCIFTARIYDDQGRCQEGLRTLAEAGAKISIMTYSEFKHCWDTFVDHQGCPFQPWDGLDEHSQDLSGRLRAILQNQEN
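Read-out is eYFP fluorescence (Ex 488/Em 500-530) from Vif-expressing HeLa A3G-eYFP cells; more signal means A3G escaped Vif-mediated degradation. Cells plated overnight, compound pinned in, incubated overnight at 37 deg C.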
IDH1 R132H inh: qHTS for Inhibitors of mutant isocitrate dehydrogenase 1 (IDH1): qHTS | 0.093% of 390,000 active | Potency, µM (titrated, usually from 76.6 µM), for the others: top-dose activity change, negative = inhibition, usual class: inhibitors | Isocitrate dehydrogenase [NADP] cytoplasmic (Homo sapiens), O75874 | IDH1-R132H enzyme, NADPH consumption, diaphorase/resazurin fluorescence; further: potency means the concentration at half of the fitted maximal effect; on the % scale 0 is the no-effect control and ±100 the full control effect; nearly all actives have a fitted effect of over 65% in size
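IDH1-R132H (0.5 ug/mL dispensed) in pH 7.5 Tris buffer was preincubated 30 min with compound, then given a substrate mix of 0.016 mM NADPH and 2 mM alpha-KG for 80 min at room temperature; remaining NADPH was read by diaphorase/resazurin fluorescence.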
PI4K2A block: qHTS for small molecular inhibitors of PI4K2A. purified PI4K2A, ADP-Glo luminescence, 1 h; active compounds read low. activity change, negative = inhibition, % at 76.9 µM. 0.13% of 420,000 active. AID 1346378, 2018; in the data active means activity change below about -50%; inconclusive means mostly about -30% to -49%;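 further: -100% = wells without enzyme as full effect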
Target sequence (Q9BTU6 whole entry, looked up): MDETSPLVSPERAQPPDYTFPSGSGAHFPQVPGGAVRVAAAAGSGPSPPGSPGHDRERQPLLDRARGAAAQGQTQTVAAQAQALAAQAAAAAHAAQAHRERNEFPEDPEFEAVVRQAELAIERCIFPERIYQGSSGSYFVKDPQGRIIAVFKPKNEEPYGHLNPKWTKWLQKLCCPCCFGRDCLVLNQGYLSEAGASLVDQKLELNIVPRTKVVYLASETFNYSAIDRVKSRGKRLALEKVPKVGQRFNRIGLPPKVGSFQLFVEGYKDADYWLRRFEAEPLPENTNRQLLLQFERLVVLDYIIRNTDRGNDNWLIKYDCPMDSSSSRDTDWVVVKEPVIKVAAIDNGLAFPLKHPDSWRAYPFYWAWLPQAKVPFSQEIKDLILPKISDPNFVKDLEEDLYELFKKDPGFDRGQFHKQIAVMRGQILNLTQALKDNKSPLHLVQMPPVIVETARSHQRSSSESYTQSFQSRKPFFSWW
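PI4K2A activity was measured by ADP-Glo luminescence: enzyme (4 ug/mL stock) and phosphatidylinositol (1.2 mM stock) in Tris pH 7.5/MgCl2/EGTA/Triton X-100 buffer were reacted with ATP (300 microM stock) for one hour at ambient temperature.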
USP1 inh: Inhibitors of USP1/UAF1: Primary Screen; Ubiquitin carboxyl-terminal hydrolase 1 (Homo sapiens), O94782; recombinant USP1/UAF1, Ub-Rhodamine cleavage fluorescence; Potency, µM (titrated, usually from 57.1 µM), for inactives: top-dose activity change, negative = inhibition, actives largely listed as inhibitors; 0.23% of 390,000 active; further: potency means the concentration at half of the fitted maximal effect; on the % scale 0 is the no-effect control and ±100 the full control effect; nearly all actives have a fitted effect of over 60% in size; inactives centre near -12
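1 nM enzyme complex + cpd, 15 min RT; start with Ub-Rho 150nM final; kinetic fluorescence ex 480/em 540, 6 reads q60 s. Buffer 50mM HEPES pH 7.8, 0.5mM EDTA, 0.1 mg/ml BSA, 1mM TCEP, 0.01% Tween-20.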
Glioma ERSR ind: qHTS for Inducers of the Endoplasmic Reticulum Stress Response (ERSR) in Human Glioma: qHTS; U87-MG GRP78 promoter luciferase reporter, 16 h; 0.02% of 420,000 active; Potency, µM, without a hit: top-dose activation, most hits filed as activators; further: potency means the concentration at half of the fitted maximal effect; series mostly up to about 76 µM; % of control where 0% means no effect; nearly all actives have a fitted effect of over 35% in size
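Stably transfected U87-MG glioma cells carrying a GRP78-based luciferase sensor; 16 h compound incubation. Luminescence end-point read 10 min after Bright-Glo addition at room temperature.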
Vif-APOBEC3F blk: qHTS for Inhibitors of Vif-A3F Interactions: qHTS. HeLa A3F-eYFP + Vif (tagged APOBEC3F with the HIV-1 protein that degrades it), YFP fluorescence increase. Potency, µM (top dose mostly 46.1 µM), inactives show at the highest dose activity, negative = active. 0.2% of 390,000 active. AID 602313, 2012; further: potency means the concentration at half of the fitted maximal effect; % of control where 0% means no effect; nearly all actives have a fitted effect of over 65% in size
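Fluorescence increase (Ex 488/Em 500-530) after overnight compound treatment at 37 deg C flags inhibition of Vif-driven A3F-eYFP loss in stable HeLa A3F-eYFP/Vif cells seeded overnight beforehand.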
Starred values were filed as active, the others as inactive; ? = inconclusive; / = not tested or not shown; [ ] = another dose, or the depositor's remark. Unless noted, the call rests on the fitted dose curve; in most records, active means well fitted curve in the direction sought with a large enough effect; inconclusive means small, poorly fitted or top-dose-only effect, or another doubt; inactive means no such curve, though single readings can be large; an effect the other way counts as inactive or inconclusive.

SMILES	RXFP1 agonist	TrxR1 substrate	LDHA inh	Vif-A3G inh	IDH1 R132H inh	PI4K2A block	USP1 inh	Glioma ERSR ind	Vif-APOBEC3F blk
COc1ccccc1-c1ccc(=O)n(CC(=O)NCC2CCCO2)n1 (centres undefined)	0.7%	2%	0	-1%	9%	6	-14%	-2%	-8%
Cc1ccc2c(c1)N(CC(=O)N1CCC(C)CC1)C(=O)c1cccnc1O2	-0.6%	-5%	-9	2%	-19%	-5	-15%	-3%	10%
COc1cccc(Nc2nc(C(N)C(C)C)cs2)n1 (centres undefined)	/	/	-3	1%	/	0	/	-3%	/
COc1cc(NC(=O)CCC(=O)c2cccs2)cc(OC)c1	1.0%	0%	-3	0%	4%	-4	-16%	0%	8%
COc1ccc(-n2c(=O)c3ccccc3n(CC(=O)NCCc3ccc(OC)c(OC)c3)c2=O)cc1	17%	1%	-5	-1%	3%	0	-24%	-4%	-1%
O=C(Nc1ccccc1F)c1ccc2c(c1)CCN2S(=O)(=O)c1ccccc1	1.1%	2%	-1	0%	-6%	-11	?	-6%	2%
C/C=C(/C)C(=O)Nc1cccc(C2=NOC3(C2)C[C@@H](C(N)=O)N(C(=O)CC)C3)c1 (some centres undefined)	0.0%	14%[57.1 µM]	-11	0%	-13%	0	10%	-4%	1%
Cc1cc(/C=C2/C(=N)N3C(=NC2=O)SN=C3S(C)(=O)=O)c(C)n1-c1ccccc1F	-1.9%	-13%	-5	6%	-1%	-5	?	4%	0%
Fc1ccc(CSc2nncn2NCc2ccccc2)cc1	-1.8%	4%	-5	2%	5%	0	-21%	-1%	-6%
COC(=O)c1ccc(OC(=O)c2cccnc2)cc1	-0.9%	5%	-6	-3%	-3%	-5	3%	2%	-23%
CCOC(=O)C1(CCC(C)C)CC(CSc2nc3ccccc3[nH]2)OC1=O (centres undefined)	-2.2%	-7%	4	-1%	5%	-2	-13%	-2%	7%
O=C(c1ccccc1)c1ccc(N2CCOCC2)c(NC(=O)c2ccco2)c1	0.6%	5%	1	0%	4%	-21	-18%	-6%	1%
CCN(CCn1cccn1)C(=O)c1cc(COc2ccc(F)c(F)c2)on1	3.2%	2%	-2	-1%	-2%	-4	-27%	21%	2%
NC(=O)CCN1CCN(CCOC2Cc3cc(Cl)ccc3Sc3ccccc32)CC1 (centres undefined)	0.0%	1%	-2	0%	18%	2	-8%	0%	-6%
CC1CC(=O)N(CC(=O)NCc2ccco2)c2ccccc2S1 (centres undefined)	1.1%	-5%	-3	-3%	5%	5	-5%	-5%	-4%
CC(=NNC(=O)c1ccc2nc[nH]c2c1)c1ccc(Br)cc1	/	-1%[2.29 µM]	-5	1%	-3%	-6	1%	7%	0%
CN=C1SC(CC(=O)Nc2ccc(C(C)=O)cc2)C(=O)N1C (centres undefined)	/	-11%[57.1 µM]	-1	0%	3%	2	-18%	0%	-9%
CCN(CC)S(=O)(=O)c1ccc(/C=C/C(=O)O)cc1	0.6%	-3%	-2	7%	1%	-4	-20%	-4%	7%
CCOC(=O)C1=C(C)NC(=O)NC1c1ccc(N(C)C)cc1 (centres undefined)	-1.3%	-4%	6	2%	4%	1	7%	-3%	0%
COC(=O)c1c(SCC(=O)Nc2ccc(C)cc2)nc(=O)[nH]c1C	-0.2%	8%[57.1 µM]	-8	-1%	-6%	5	-9%	-6%	-12%
CCOC(=O)CC1C(=O)NCCN1C1CCCC1 (centres undefined)	0.7%	-9%	-2	4%	-2%	-11	1%	1%	-1%
c1ccc(-c2nnc3sc(CN4CCC5(CC4)OCCO5)cn23)cc1	5.0%	-5%	0	-6%	10%	-5	-10%	-5%	-1%
Cc1cc(C)cc(-n2nc(C)cc2N)c1	6.3%	6%	-3	2%	3%	-11	-2%	-4%	0%
CCOc1ccc(NC(=O)c2ccccc2CO)cc1	-0.6%	2%	4	1%	3%	-15	-20%	-5%	-10%
COc1ccccc1N1C(=O)C2C3C=CC(CC3)C2C1=O (centres undefined)	1.5%	-1%	-1	-3%	-10%	-9	-16%	-3%	7%
SMILES	RXFP1 agonist	TrxR1 substrate	LDHA inh	Vif-A3G inh	IDH1 R132H inh	PI4K2A block	USP1 inh	Glioma ERSR ind	Vif-APOBEC3F blk
C=CC[n+]1c(-c2ccc(C)cc2)csc1Nc1ccc(NC(C)=O)cc1	4.1%	0%	-1	0%	-12%	-3	-16%	-13%	1%
CCC(C)NC(=O)C1CCN(S(=O)(=O)c2cc([N+](=O)[O-])ccc2Cl)CC1 (centres undefined)	5.8%	-10%	-5	0%	-4%	1	-19%	-2%	2%
O=C(NCc1cccnc1)c1ccc([N+](=O)[O-])o1	9.6%	-6%	0	?	9%	0	-6%	?	-29%
O=C(N/C(=C\c1ccc(-c2ccccc2)o1)C(=O)N1CCOCC1)c1ccccc1	4.7%	-10%	-4	-3%	-1%	66	-24%	0%	7%
COc1ccc(S(=O)(=O)Nc2ccc(O)c(Sc3ncn[nH]3)c2)cc1	0.8%	13%	-2	-1%	8%	0	-9%	-2%	4%
CC(C)CCn1c(C(C)O)nc2ccccc21 (centres undefined)	-0.7%	-8%	-3	1%	2%	0	-11%	0%	2%
O=S(=O)(NC(=S)NC1CCCCC1)c1ccccc1	0.2%	-6%	-9	-7%	-7%	-7	-14%	-3%	-1%
Cc1nnc(SCCn2c(N(C)Cc3ccccc3)nc3c2c(=O)[nH]c(=O)n3C)s1	2.2%	7%[57.1 µM]	-12	2%	0%	-5	7%	-5%	-9%
CCN(CC)C(=O)c1ccccc1NS(=O)(=O)c1ccc(C)cc1	-1.0%	4%	-3	-5%	12%	2	3%	-5%	2%
CCCC(C)NC(=S)NC(=O)c1cc(S(=O)(=O)N2CCOCC2)ccc1C (centres undefined)	-0.1%	-3%	-5	-2%	-2%	1	-14%	-5%	-19%
N#CSCC(=O)c1cccc2ccccc12	7.2%	-13%	-5	?	-11%	-9	-17%	11%	?
CCOc1ccc(NC(=O)N2CC=C(c3c[nH]c4ccccc34)CC2)cc1	2.7%	0%	10	?	3%	2	-13%	-3%	28µM*
COC(=O)c1ccccc1NC(=O)C1CC(=O)N(c2ccc(OC)cc2)C1 (centres undefined)	0.0%	8%	-4	?	-1%	-1	-25%	-4%	-6%
Cc1ccccc1CSc1ncc(Cl)c(C(=O)NCc2ccccc2)n1	?	-3%	-2	/	/	0	-4%	/	/
O=C(CCc1nnc2n(Cc3ccccc3)c(=O)c3ccccc3n12)NCCCN1CCCCC1	25%	5%	-1	0%	-3%	7	-22%	-2%	-3%
O=C(Nc1ccc(C(=O)O)cc1)/C(=C/c1ccc2c(c1)OCO2)NC(=O)c1cccc(Br)c1	0.7%	-7%	-7	-1%	-13%	2	-12%	-2%	-2%
CCCOc1ccc(C2C(=O)N(C3CCCCCC3)CC(=O)N2CCCOCC)cc1OC (centres undefined)	0.5%	3%[57.1 µM]	0	-2%	6%	-8	-9%	-3%	-1%
COc1ccc(Br)cc1C1CC(=O)Nc2c1c(C)nn2-c1nc(C)cc(C)n1 (centres undefined)	-0.2%	-5%	-10	5%	4%	0	-1%	-1%	-4%
O=C(NCCc1ccccc1)c1nc2c(nnn2Cc2ccccc2Cl)c(=O)[nH]1	0.2%	-7%	4	1%	-2%	12	-12%	-2%	-14%
C/C(CC(=O)NCC(C)C)=N\NC(=O)COc1cc(C)c(Br)cc1Br	-0.4%	4%[57.1 µM]	-1	-4%	4%	-2	-19%	-4%	4%
O=C(COc1ccc2ccccc2c1)NNC(=O)C(=O)Nc1ccccc1	1.0%	15%	-5	0%	5%	-21	-12%	3%	14%
O=c1[nH]c(/C=C\c2cccc(C(F)(F)F)c2)nc(O)c1[N+](=O)[O-]	4.8%	-16%	-14	1%	1%	-20	-24%	-1%	7%
CCOC(=O)Oc1ccc2oc(C)c(C(=O)OCCOC)c2c1	1.8%	-7%	-7	1%	9%	-9	-14%	4%	-6%

Among those listed so far, these have a Cl atom:
SMILES	RXFP1 agonist	TrxR1 substrate	LDHA inh	Vif-A3G inh	IDH1 R132H inh	PI4K2A block	USP1 inh	Glioma ERSR ind	Vif-APOBEC3F blk
NC(=O)CCN1CCN(CCOC2Cc3cc(Cl)ccc3Sc3ccccc32)CC1 (centres undefined)	0.0%	1%	-2	0%	18%	2	-8%	0%	-6%
CCC(C)NC(=O)C1CCN(S(=O)(=O)c2cc([N+](=O)[O-])ccc2Cl)CC1 (centres undefined)	5.8%	-10%	-5	0%	-4%	1	-19%	-2%	2%
Cc1ccccc1CSc1ncc(Cl)c(C(=O)NCc2ccccc2)n1	?	-3%	-2	/	/	0	-4%	/	/
O=C(NCCc1ccccc1)c1nc2c(nnn2Cc2ccccc2Cl)c(=O)[nH]1	0.2%	-7%	4	1%	-2%	12	-12%	-2%	-14%

Compound activity (PubChem)

These rows are one share of the data. The share of hits here may be higher or lower than overall.
